From PubChem
PKA-R2B activ: activates the human PKA-R2B holoenzyme complex. P22694+P31323. activation, % at 11.4 µM. PKA-R2B holoenzyme dissociation, Cy5-IP20 fluorescence polarization; R2B truncated from residue 108, S112A mutant; 0% DMSO only, 100% 113 µM cGMP. AID 504700. hit rate 0.079% among 340,000;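 active means activation above a cutoff set at the mean over all compounds plus 3 SD, cut at about 18% in these data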;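 further: higher means more holoenzyme dissociation and a rise in polarization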
Target sequence (P31323 whole entry, looked up, other chains not shown, the tested form may be a part): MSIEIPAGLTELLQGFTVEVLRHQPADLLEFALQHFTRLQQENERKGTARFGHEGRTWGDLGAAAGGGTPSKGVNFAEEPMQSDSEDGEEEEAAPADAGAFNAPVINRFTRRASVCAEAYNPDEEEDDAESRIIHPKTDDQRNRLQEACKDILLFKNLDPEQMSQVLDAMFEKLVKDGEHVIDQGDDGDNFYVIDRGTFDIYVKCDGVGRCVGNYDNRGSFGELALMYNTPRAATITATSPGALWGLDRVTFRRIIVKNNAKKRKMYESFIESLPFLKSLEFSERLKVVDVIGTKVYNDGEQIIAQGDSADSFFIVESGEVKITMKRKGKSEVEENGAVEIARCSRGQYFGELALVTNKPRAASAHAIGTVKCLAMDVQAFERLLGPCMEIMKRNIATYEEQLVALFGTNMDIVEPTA
OPRM1-OPRD1 ag: OPRM1-OPRD1 heterodimerization agonism | P35372+P41143 | cells, luminescence | activation, % at 9.3 µM | hit rate 0.3% among 340,000 | AID 504326; in the data active means activation above about 18%;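 further: 0% = vehicle-treated cells and 100% = reference agonist; values of inactives mirror those of a sister screen read the other way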
PfHsp90 yeast 2: growth inhibition of yeast expressing Plasmodium Hsp90; S. cerevisiae expressing PfHsp90, BacTiter-Glo ATP, 48 h; yeast lacking PDR1 and PDR3 efflux regulators; inhibition, % at 9.4 µM; hit rate 0.32% among 310,000; AID 504621;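 active means every replicate shows inhibition above about 80%, whatever the replicate mean, limit read from the data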;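 further: 0% = DMSO neutral controls and 100% = 20 µM radicicol positive controls; yeast relying on Plasmodium falciparum Hsp90 in place of its own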
PKA-R1A act: activators of PKA-R1A complex | P00514+P68181 | hit rate 0.083% among 340,000 | PKA-R1A dissociation, Cy5-IP20 fluorescence polarization; scaled: DMSO 0%, 113 µM cGMP 100% | activation, % at 11.4 µM;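 active means percent activation above the mean of all tested compounds plus 3 SD, cut at about 19% in these data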;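 further: higher means more PKAc released from R1A so a rise in polarization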
E coli growth: bacterial growth inhibition, counter-screen for AddAB inhibitors | E. coli V3065 growth, OD600 absorbance, 18 h | inhibition, % at 11.9 µM | hit rate 0.27% among 330,000;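 active means inhibition above the campaign's mean inhibition across all tested compounds plus 3 SD, cut at about 9.9% in these data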;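 further: uninfected addAB+ strain grown without phage in ampicillin broth; 0% = DMSO wells and 100% = ciprofloxacin 0.95 µg/ml wells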
AddAB inh: less growth of phage-infected E. coli with AddAB. inhibition, % at 11.9 µM. hit rate 0.29% among 330,000. E. coli expressing H. pylori AddAB, absorbance growth. AID 435030; in the data active means inhibition above about 12%;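 further: 0% = vehicle wells of infected cells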
phage Ecoli inh: E. coli growth loss with phage present; growth absorbance; inhibition, % at 11.9 µM; hit rate 0.26% among 360,000; AID 651602; in the data active means inhibition above about 11%
SUMO Mot1 rescue: SUMOylation pathway inhibition by Mot1-301 growth rescue | growth rescue, % at 18.8 µM | S. cerevisiae Mot1-301 growth rescue, ATP luminescence, 38.5C; percent above DMSO median, 100 means doubled | AID 2716 | hit rate 1% among 320,000;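 active means every valid replicate shows activation above 250% relative to neutral control wells; inactive means the rest, any valid replicate at or below 250%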;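 further: OY570 slx delta 5 strain wells were the positive control but not used for scaling; some compounds called inactive have numbers as strong as hits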
HTR5A inv ctr: inverse agonist of human HTR5A in OPRM1-OPRD1 counter-screen; P47898; HTR5A cell line, luminescence, inverse agonism; inhibition, % at 9.3 µM; hit rate 0.083% among 340,000; AID 504634; in the data active means inhibition mostly above about 23%, no sharp cut-off; inactive means mostly below about 18%;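 further: 0% = cells with DMSO and 100% = no-cell wells with DMSO; some compounds called inactive have numbers as strong as hits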
Target sequence (P47898 whole entry, looked up): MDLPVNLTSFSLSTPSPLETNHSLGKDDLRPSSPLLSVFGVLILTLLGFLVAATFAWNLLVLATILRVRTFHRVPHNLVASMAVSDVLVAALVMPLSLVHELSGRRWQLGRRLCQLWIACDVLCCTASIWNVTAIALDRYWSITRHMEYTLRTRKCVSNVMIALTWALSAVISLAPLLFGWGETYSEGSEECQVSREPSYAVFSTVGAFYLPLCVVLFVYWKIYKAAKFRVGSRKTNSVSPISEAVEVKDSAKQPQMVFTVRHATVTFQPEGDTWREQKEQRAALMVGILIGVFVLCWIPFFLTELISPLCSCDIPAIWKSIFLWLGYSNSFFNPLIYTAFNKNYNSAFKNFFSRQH
Tat transport: inhibitors of E. coli Tat protein transport | inhibition, % at 10 µM | E. coli MC4100 TorA-mCherry Tat export, fluorescence | hit rate 0.036% among 340,000;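 active means mean replicate inhibition at least 50% and at least half of replicates individually reaching 50%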;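 further: exported cargo escapes ClpAP degradation while cytoplasmic cargo is degraded and loses fluorescence; 0% = median of neutral control wells and 100% = median of NaSCN control wells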
MOR-DOR inv ag: inverse agonist of human OPRM1-OPRD1 heterodimerization | inhibition, % at 9.3 µM | hit rate 0.21% among 340,000 | cell-based MOR-DOR heterodimer luminescence, inverse agonism | P35372+P41143 | AID 504357; in the data active means inhibition above about 22%, passing the limit was not always enough;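 further: 0% = cells with DMSO and 100% = wells without cells with DMSO; values of inactives mirror those of a sister screen read the other way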
An asterisk follows results filed as active. The order is random; any-hit rate near 2.2%.

`CCc1ccc(N(CC(=O)NC2CCCCC2)C(=O)CCC(=O)Nc2ccccn2)cc1` gave PKA-R2B activ -8, OPRM1-OPRD1 ag -1.3, PfHsp90 yeast 2 14, PKA-R1A act 16, E coli growth -0.6, AddAB inh 1.1, phage Ecoli inh 1.5, SUMO Mot1 rescue -2, HTR5A inv ctr 3, Tat transport -3 and MOR-DOR inv ag 8.
`CC(C)c1ccc(CNc2c([N+](=O)[O-])c(=O)oc3ccccc23)cc1` gave PKA-R2B activ -14, OPRM1-OPRD1 ag 3.5, PfHsp90 yeast 2 -6, PKA-R1A act -14, E coli growth 0.9, AddAB inh 2.8, phage Ecoli inh 6.4, SUMO Mot1 rescue -11, HTR5A inv ctr -5, Tat transport 3 and MOR-DOR inv ag -25.
`COc1ccc(NC(=O)COC(=O)CCNS(=O)(=O)c2ccc(Cl)cc2)cc1` gave PKA-R2B activ 7, OPRM1-OPRD1 ag -1.4, PfHsp90 yeast 2 6, PKA-R1A act 2, E coli growth 0.4, AddAB inh 1.4, phage Ecoli inh 1.7, SUMO Mot1 rescue 5, HTR5A inv ctr 9, Tat transport -3 and MOR-DOR inv ag 7.
For Cc1ccc2[nH]c3c(c2c1)CCN1C(=O)OC(C)(C)C31C (centres undefined) the results were PKA-R2B activ -4, OPRM1-OPRD1 ag -1.9, PfHsp90 yeast 2 -1, PKA-R1A act -8, E coli growth -1.3, AddAB inh 1.0, phage Ecoli inh 1.3, SUMO Mot1 rescue -19, HTR5A inv ctr 2, Tat transport -1 and MOR-DOR inv ag 9.
Screening COCCCNC(=O)c1ccccc1N(Cc1ccccc1)S(=O)(=O)c1ccccc1 returned PKA-R2B activ 0, OPRM1-OPRD1 ag -1.6, PfHsp90 yeast 2 -9, PKA-R1A act -15, E coli growth -1.2, AddAB inh 1.6, phage Ecoli inh 1.2, SUMO Mot1 rescue -7, HTR5A inv ctr -11, Tat transport -2 and MOR-DOR inv ag 8.
For CC(=O)N1CCN(S(=O)(=O)c2ccccc2)C1c1ccccc1 (centres undefined) the results were PKA-R2B activ 1, OPRM1-OPRD1 ag -2.8, PfHsp90 yeast 2 11, PKA-R1A act -4, E coli growth -0.6, AddAB inh 3.4, phage Ecoli inh 2.0, SUMO Mot1 rescue -18, HTR5A inv ctr -1, Tat transport -1 and MOR-DOR inv ag 15.
For COc1ccc(NC(=O)c2ccc(C#CC(C)(C)O)cc2)cc1 the results were PKA-R2B activ -2, OPRM1-OPRD1 ag -0.2, PfHsp90 yeast 2 -13, PKA-R1A act 23*, E coli growth 1.7, AddAB inh -0.3, phage Ecoli inh 4.2, SUMO Mot1 rescue -5, HTR5A inv ctr -39, Tat transport -10 and MOR-DOR inv ag 1.
`Cn1c(C(=O)O)c(CC(=O)NCC2COc3ccccc3O2)c2ccccc21` (centres undefined) gave PKA-R2B activ 2, OPRM1-OPRD1 ag -2.7, PfHsp90 yeast 2 11, PKA-R1A act 4, E coli growth -1.0, AddAB inh -1.3, phage Ecoli inh 4.5, SUMO Mot1 rescue 42, HTR5A inv ctr 5, Tat transport 8 and MOR-DOR inv ag 13.
`O=C(CSc1ccc2c(c1)OCCO2)NCCc1ccc(Cl)cc1Cl` gave PKA-R2B activ 5, OPRM1-OPRD1 ag -1.7, PfHsp90 yeast 2 -16, PKA-R1A act -3, E coli growth -1.8, AddAB inh -2.0, phage Ecoli inh 2.3, SUMO Mot1 rescue 18, HTR5A inv ctr -1, Tat transport 1 and MOR-DOR inv ag 9.
Screening Cc1c(Cl)cccc1NC(=O)c1ccco1 returned PKA-R2B activ 2, OPRM1-OPRD1 ag -3.5, PfHsp90 yeast 2 -5, PKA-R1A act 2, E coli growth -2.1, AddAB inh 1.2, phage Ecoli inh 1.3, SUMO Mot1 rescue -12, HTR5A inv ctr 13, Tat transport -3 and MOR-DOR inv ag 17.

Part of the list above in order of heavy-atom count, descending:
`CCc1ccc(N(CC(=O)NC2CCCCC2)C(=O)CCC(=O)Nc2ccccn2)cc1` gave PKA-R2B activ -8, OPRM1-OPRD1 ag -1.3, PfHsp90 yeast 2 14, PKA-R1A act 16, E coli growth -0.6, AddAB inh 1.1, phage Ecoli inh 1.5, SUMO Mot1 rescue -2, HTR5A inv ctr 3, Tat transport -3 and MOR-DOR inv ag 8.
`CC(C)c1ccc(CNc2c([N+](=O)[O-])c(=O)oc3ccccc23)cc1` gave PKA-R2B activ -14, OPRM1-OPRD1 ag 3.5, PfHsp90 yeast 2 -6, PKA-R1A act -14, E coli growth 0.9, AddAB inh 2.8, phage Ecoli inh 6.4, SUMO Mot1 rescue -11, HTR5A inv ctr -5, Tat transport 3 and MOR-DOR inv ag -25.
For COc1ccc(NC(=O)c2ccc(C#CC(C)(C)O)cc2)cc1 the results were PKA-R2B activ -2, OPRM1-OPRD1 ag -0.2, PfHsp90 yeast 2 -13, PKA-R1A act 23*, E coli growth 1.7, AddAB inh -0.3, phage Ecoli inh 4.2, SUMO Mot1 rescue -5, HTR5A inv ctr -39, Tat transport -10 and MOR-DOR inv ag 1.

Later entries
For CCC(C)(C)C1CCc2[nH]nc(C(=O)NC(C)C)c2C1 (centres undefined) the results were PKA-R2B activ -1, OPRM1-OPRD1 ag 2.3, PfHsp90 yeast 2 -1, PKA-R1A act 0, E coli growth -0.2, AddAB inh 1.8, phage Ecoli inh 1.9, SUMO Mot1 rescue 10, HTR5A inv ctr -27, Tat transport 4 and MOR-DOR inv ag -13.
Screening CCCCOC(=O)C1C2C=CC3(CN(CCc4ccccc4)C(=O)C13)O2 (centres undefined) returned PKA-R2B activ 0, OPRM1-OPRD1 ag -0.2, PfHsp90 yeast 2 6, PKA-R1A act 8, E coli growth -2.1, AddAB inh 4.0, phage Ecoli inh 1.7, SUMO Mot1 rescue -7, HTR5A inv ctr 16, Tat transport -5 and MOR-DOR inv ag 1.
Screening CCCCN(CC(O)COc1cccc(C)c1)CC(O)COc1cccc(C)c1 (centres undefined) returned PKA-R2B activ -7, OPRM1-OPRD1 ag 16, PfHsp90 yeast 2 8, PKA-R1A act -10, E coli growth -0.8, AddAB inh 2.0, phage Ecoli inh 1.6, SUMO Mot1 rescue -10, HTR5A inv ctr -30, Tat transport 2 and MOR-DOR inv ag -99.
Screening CC(C)CNC(C)C(=O)Nc1ccc(S(N)(=O)=O)cc1 (centres undefined) returned PKA-R2B activ 2, OPRM1-OPRD1 ag -1.7, PfHsp90 yeast 2 3, PKA-R1A act 6, E coli growth 1.4, AddAB inh 1.2, phage Ecoli inh 3.5, SUMO Mot1 rescue -6, HTR5A inv ctr 10, Tat transport -8 and MOR-DOR inv ag 9.
COc1ccc(OC)c(NC(=O)CSc2nnc(-c3ccco3)n2-c2ccc(C(=O)O)cc2)c1 was read as PKA-R2B activ 1, OPRM1-OPRD1 ag -0.2, PfHsp90 yeast 2 -16, PKA-R1A act 1, E coli growth -0.8, AddAB inh 2.1, phage Ecoli inh 0.6, SUMO Mot1 rescue 17, HTR5A inv ctr -55, Tat transport -11 and MOR-DOR inv ag 1.
`COc1ccc(-c2csc(NC(=O)c3ccccc3S(C)(=O)=O)n2)cc1` gave PKA-R2B activ -16, OPRM1-OPRD1 ag -1.8, PfHsp90 yeast 2 -20, PKA-R1A act -5, E coli growth 0.0, AddAB inh 8.2, phage Ecoli inh -2.1, SUMO Mot1 rescue 333, HTR5A inv ctr -5, Tat transport 6 and MOR-DOR inv ag 9.
Screening C/C(=N\OCC(=O)NCC(F)(F)F)c1cc2ccccc2o1 returned PKA-R2B activ 0, OPRM1-OPRD1 ag 0.0, PfHsp90 yeast 2 -72, PKA-R1A act -6, E coli growth -0.6, AddAB inh -0.3, phage Ecoli inh 4.5, SUMO Mot1 rescue 481, HTR5A inv ctr 5, Tat transport -1 and MOR-DOR inv ag 0.
`O=C(O)CC1SC(N/N=C/c2ccc(Br)cc2)NC1=O` (centres undefined) gave PKA-R2B activ 1, OPRM1-OPRD1 ag -2.9, PfHsp90 yeast 2 11, PKA-R1A act -8, E coli growth 2.5, AddAB inh 3.0, phage Ecoli inh -0.3, SUMO Mot1 rescue 7, HTR5A inv ctr -11, Tat transport -19 and MOR-DOR inv ag 15.
For Cc1nnsc1S(=O)c1ccc(F)cc1 (centres undefined) the results were PKA-R2B activ -7, OPRM1-OPRD1 ag -2.0, PfHsp90 yeast 2 28, PKA-R1A act 0, E coli growth -1.4, AddAB inh -2.0, phage Ecoli inh -1.1, SUMO Mot1 rescue -16, HTR5A inv ctr 9, Tat transport -1 and MOR-DOR inv ag 9.
Screening COCCOC(=O)c1c(C)oc2ccc(OCc3ccccc3)cc12 returned PKA-R2B activ -5, OPRM1-OPRD1 ag -0.3, PfHsp90 yeast 2 2, PKA-R1A act -10, E coli growth -2.4, AddAB inh -0.7, phage Ecoli inh 4.3, SUMO Mot1 rescue -21, HTR5A inv ctr 3, Tat transport 7 and MOR-DOR inv ag 2.
Screening CC(C)C(C(=O)NCC1CCCO1)N(CC1CCCO1)C(=O)CNS(=O)(=O)c1ccccc1 (centres undefined) returned PKA-R2B activ -3, OPRM1-OPRD1 ag -0.4, PfHsp90 yeast 2 -2, PKA-R1A act -6, E coli growth 2.1, AddAB inh 2.0, phage Ecoli inh 2.5, SUMO Mot1 rescue -5, HTR5A inv ctr -12, Tat transport -1 and MOR-DOR inv ag 2.
Screening Cc1ccc(Sc2cc(C(=O)NCCCN(C)C)c3ccccc3n2)cc1 returned PKA-R2B activ -2, OPRM1-OPRD1 ag -1.4, PfHsp90 yeast 2 12, PKA-R1A act -7, E coli growth -0.6, AddAB inh -1.3, phage Ecoli inh 0.6, SUMO Mot1 rescue -1, HTR5A inv ctr -16, Tat transport -5 and MOR-DOR inv ag 8.
CCN(CC)S(=O)(=O)c1ccc2c(c1)oc(=O)n2CC(=O)N(C)C1CCCCC1 was read as PKA-R2B activ -12, OPRM1-OPRD1 ag -1.1, PfHsp90 yeast 2 -8, PKA-R1A act -9, E coli growth 0.2, AddAB inh 1.2, phage Ecoli inh 3.8, SUMO Mot1 rescue -3, HTR5A inv ctr -1, Tat transport -5 and MOR-DOR inv ag 6.
`Cc1ccc(S(=O)(=O)CCC(=O)NCc2ccco2)cc1` gave PKA-R2B activ 4, OPRM1-OPRD1 ag -0.8, PfHsp90 yeast 2 -6, PKA-R1A act 2, E coli growth 0.0, AddAB inh 1.2, phage Ecoli inh 1.3, SUMO Mot1 rescue 275, HTR5A inv ctr 9, Tat transport 6 and MOR-DOR inv ag 5.
Cc1ccc(CC2CC(=O)N(c3cc(C)on3)C2=O)cc1 (centres undefined) was read as PKA-R2B activ -4, OPRM1-OPRD1 ag 1.5, PfHsp90 yeast 2 -4, PKA-R1A act 4, E coli growth 0.1, AddAB inh 1.0, phage Ecoli inh -0.4, SUMO Mot1 rescue -9, HTR5A inv ctr -16, Tat transport -8 and MOR-DOR inv ag -9.
`Cn1c(SCc2nn[nH]n2)nc2c1c(=O)n(Cc1ccccc1Cl)c(=O)n2C` gave PKA-R2B activ -14, OPRM1-OPRD1 ag -3.0, PKA-R1A act 1, E coli growth 1.3, AddAB inh -1.2, phage Ecoli inh 2.9, SUMO Mot1 rescue -10, HTR5A inv ctr -11, Tat transport 3 and MOR-DOR inv ag 15.
